Assay outcomes: PubChem BioAssay, National Center for Advancing Translational Sciences (NCATS)
HP1b binding inh: HP1-beta chromodomain-methylated histone interaction inhibition | AID 540317 | AlphaScreen HP1-beta / biotin-H3K9me3 peptide binding | P83916 | 0.56% of 390,000 active | Potency, µM (series often up to 114 µM), without a hit: at the top dose activity change, negative = inhibition, hits mostly inhibitors; also: potency is read from the fitted curve at half-maximal effect; nearly all actives have a fitted effect of over 70% in size; inactives centre near 23
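Compound inhibition of the preformed complex between 50 nM HP1-beta and 50 nM biotinylated H3K9me3 peptide was read by AlphaScreen. Buffer was PBS pH 7.4 with 0.01% Tween-20. Incubations ran 30 min at room temperature, with 10 ug/mL donor/acceptor beads.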
Tb PGK inh: T. brucei PGK inhibition | P07378 | PGK/GAPDH coupled, Kinase-Glo luminescence, 60 min | Potency, µM (doses to about 57.5 µM), without a hit: top-dose activity change, negative = inhibition, hits mostly inhibitors | 0.043% of 380,000 active; also: potency is read from the fitted curve at half-maximal effect; % is scaled to controls: 0 for no effect and ±100 for the full control effect; nearly all actives have a fitted effect of over 60% in size
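Luminescent ATP detection (Kinase-Glo Plus) follows a 60-minute room-temperature incubation, with wells lacking PGK as controls. Buffer: 100 mM TEA (pH 7.6), 5 mM MgCl2, 0.01% Tween-20. Coupling enzyme GAPDH (100 nM final) supplies unstable 1,3-BPG in-well.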
ERG-DNA inh: blocks human ERG Ets domain binding to DNA; fluorescence polarization, His-ERG Ets domain / labelled DNA; Potency, µM (series often up to 76.9 µM), for inactives: at the highest dose FP activity, negative = inhibition, usual class: inhibitors; 0.028% of 370,000 active; AID 624246; active = well fitted inhibition curve with a large enough effect in the polarisation, with a control signal flat; inconclusive = small, poorly fitted or top-dose-only effect, or effect the other way, or a change in a side signal; inactive = no such curve, though single readings can be large or run the other way; the % refers to the polarisation;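 also: polarization taken with two DNA probes labelled with fluorescein and Texas red; potency is read from the fitted curve at half-maximal effect; % of control where 0% means no effect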
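His-tagged ERG Ets domain (1 uM in the protein solution; 300mM KCl, 50mM Tris-HCl, 1mM EDTA, 1mM DTT, pH 7.5) received compound, then a probe mix of 5 nM fluorescein-DNA and 100nM Texas-615-DNA. Fluorescence polarization was read for both dyes.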
JMJD2A Tudor: blocks the human JMJD2A Tudor domain | O75164 | AlphaScreen JMJD2A-Tudor / H3K4me3 peptide binding | Potency, µM (titrated, usually from 114 µM), inactives show at the top dose activity change, negative = inhibition, actives largely listed as inhibitors | 4.4% of 390,000 active | AID 504339; also: potency is read from the fitted curve at half-maximal effect; % is scaled to controls: 0 for no effect and ±100 for the full control effect; nearly all actives have a fitted effect of over 50% in size
Target sequence (O75164 whole entry, looked up, the tested form may be a part): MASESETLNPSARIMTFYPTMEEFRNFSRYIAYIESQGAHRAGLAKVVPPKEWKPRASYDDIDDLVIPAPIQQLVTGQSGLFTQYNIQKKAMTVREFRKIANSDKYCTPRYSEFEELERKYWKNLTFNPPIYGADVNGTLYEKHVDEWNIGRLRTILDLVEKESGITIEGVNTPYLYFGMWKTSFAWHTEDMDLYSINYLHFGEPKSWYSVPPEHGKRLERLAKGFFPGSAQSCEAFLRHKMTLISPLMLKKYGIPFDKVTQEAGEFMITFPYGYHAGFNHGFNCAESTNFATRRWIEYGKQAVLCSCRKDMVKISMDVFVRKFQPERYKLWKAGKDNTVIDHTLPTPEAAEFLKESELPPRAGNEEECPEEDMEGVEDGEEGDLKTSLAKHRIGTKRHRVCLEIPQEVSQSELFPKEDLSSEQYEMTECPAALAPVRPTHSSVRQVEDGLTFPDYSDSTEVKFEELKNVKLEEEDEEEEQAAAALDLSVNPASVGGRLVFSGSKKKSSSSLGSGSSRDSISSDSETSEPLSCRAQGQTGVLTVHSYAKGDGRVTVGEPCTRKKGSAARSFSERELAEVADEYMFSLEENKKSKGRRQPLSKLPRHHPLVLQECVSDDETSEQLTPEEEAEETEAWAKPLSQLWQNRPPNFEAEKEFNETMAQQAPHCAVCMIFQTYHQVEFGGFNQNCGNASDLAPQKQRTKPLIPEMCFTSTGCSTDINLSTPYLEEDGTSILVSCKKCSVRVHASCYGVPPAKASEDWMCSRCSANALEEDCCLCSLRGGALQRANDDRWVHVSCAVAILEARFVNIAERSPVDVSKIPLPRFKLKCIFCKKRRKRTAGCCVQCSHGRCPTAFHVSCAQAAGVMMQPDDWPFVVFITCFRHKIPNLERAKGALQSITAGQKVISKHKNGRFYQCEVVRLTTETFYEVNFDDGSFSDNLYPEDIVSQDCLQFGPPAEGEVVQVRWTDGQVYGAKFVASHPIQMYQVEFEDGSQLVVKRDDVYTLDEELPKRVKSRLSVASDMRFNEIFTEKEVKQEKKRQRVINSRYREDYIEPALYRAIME
G9a block: blocks human histone lysine methyltransferase G9a; Q96KQ7; G9a H3K9 monomethylation, AlphaScreen, 2 h; Potency, µM (highest dose often 102 µM), for inactives: at the highest dose activity, negative = inhibition, usual class: inhibitors; 8.8% of 350,000 active; also: potency is read from the fitted curve at half-maximal effect; % is scaled to controls: 0 for no effect and ±100 for the full control effect; nearly all actives have a fitted effect of over 75% in size
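Chemiluminescent proximity detection of H3K9 monomethylation, read after 10 min bead incubation in the dark. Reaction: 20 nM G9a, 500 nM biotin-H3K9 peptide, 20 uM SAM cofactor, 2 h, room temperature, following 15 min enzyme-compound preincubation.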
PI4K2A block: inhibitors of human PI4K2A; purified PI4K2A, ADP-Glo luminescence, 1 h; stronger effect = lower value; Q9BTU6; 0.13% of 420,000 active; activity change, negative = inhibition, % at 76.9 µM; in the data active = activity change below about -50%; inconclusive = mostly about -30% to -49%;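 also: -100% = wells without enzyme as full effect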
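PI4K2A activity was measured by ADP-Glo luminescence: enzyme (4 ug/mL stock) and phosphatidylinositol (1.2 mM stock) in Tris pH 7.5/MgCl2/EGTA/Triton X-100 buffer were reacted with ATP (300 microM stock) for one hour at ambient temperature.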
GLS inhibitor: blocks human kidney-isoform glutaminase activity | Potency, µM (top dose mostly 45.5 µM), for inactives: top-dose activity change, negative = inhibition, actives largely listed as inhibitors | AID 624170 | 0.21% of 410,000 active | GLS enzymatic activity, qHTS titration | O94925; also: potency is read from the fitted curve at half-maximal effect; % is scaled to controls: 0 for no effect and ±100 for the full control effect
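Glutamate formation by hKGA was monitored fluorometrically using coupled glutamate oxidase, HRP and Amplex Red. Substrate was added as 1 mM L-glutamine solution; incubation was 30 min at RT after an initial read.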
Pin1 inhibitor: inhibitors of human Pin1. Q13526. Pin1 FP peptide displacement, HiFluor488, 10 min. Potency, µM (top dose mostly 115 µM), inactives show at the top dose activity, negative = inhibition, most hits filed as inhibitors. 0.009% of 390,000 active. AID 504891; active = well fitted inhibition curve with a large enough effect in the polarisation, with a control signal flat, not every such curve was filed as active; inconclusive = small, poorly fitted or top-dose-only effect, or effect the other way, or a change in a side signal; inactive = no such curve, though single readings can be large or run the other way; the % refers to the polarisation; also: potency is read from the fitted curve at half-maximal effect; % is scaled to controls: 0 for no effect and ±100 for the full control effect
BAZ2B inh: inhibitors of human BAZ2B bromodomain; Q9UIF8; AlphaScreen BAZ2B-H3K14Ac peptide displacement; Potency, µM (highest dose often 114 µM), for inactives: top-dose activity change, negative = inhibition, hits mostly inhibitors; 4.4% of 360,000 active; AID 504333; also: potency is read from the fitted curve at half-maximal effect; % is scaled to controls: 0 for no effect and ±100 for the full control effect; nearly all actives have a fitted effect of over 60% in size
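BAZ2B 50 nM plus b-H3(5-23)K14Ac 50 nM, PBS pH 7.4/0.01% Tween-20, 30 min RT; compound added (max 110 uM), 30 min RT; streptavidin donor/Ni-chelate acceptor beads 10 ug/mL final, 20 min dark; AlphaScreen read.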
Numbers without * were called inactive; [ ] = another dose, or the depositor's remark. Unless noted, calls follow the shape of the dose curve; as a rule, active = well fitted curve in the direction sought with a large enough effect; inconclusive = small, poorly fitted or top-dose-only effect, or another doubt; inactive = no such curve, though single readings can be large; an effect the other way counts as inactive or inconclusive.

What do the screens show for `C[C@@H]1CN([C@@H](C)CO)C(=O)c2cc(NC(=O)Nc3ccc4c(c3)OCO4)ccc2O[C@H]1CN(C)S(=O)(=O)c1ccc(F)cc1`?
HP1b binding inh: -6%; Tb PGK inh: -1%; ERG-DNA inh: -7%; JMJD2A Tudor: inconclusive; PI4K2A block: 2; GLS inhibitor: 12%; Pin1 inhibitor: 20%

Results for COc1ccccc1OC(=O)c1cc2ccccc2oc1=O ?
HP1b binding inh: 34%; Tb PGK inh: 0%; ERG-DNA inh: -6%; JMJD2A Tudor: -18%; G9a block: 35%; PI4K2A block: 4; GLS inhibitor: -1%; Pin1 inhibitor: 0%; BAZ2B inh: 5%

How did Cn1c(SCC(=O)Nc2ccc3[nH]c(=O)[nH]c3c2)nnc1-c1ccccc1 do in these assays?
HP1b binding inh: 28%; Tb PGK inh: 5%; ERG-DNA inh: -1%; JMJD2A Tudor: -5%; G9a block: -1%; PI4K2A block: 0; GLS inhibitor: 7%; Pin1 inhibitor: -5%; BAZ2B inh: -8%

How did COc1cc(O)cc2cc3c(c(O)c12)C(=O)CC(C)(O)O3 (stereo not drawn) do in these assays?
HP1b binding inh: -14%; Tb PGK inh: -5%; ERG-DNA inh: 9%; JMJD2A Tudor: inconclusive; G9a block: inconclusive; PI4K2A block: -13; GLS inhibitor: 10%; Pin1 inhibitor: inconclusive; BAZ2B inh: inconclusive

What do the screens show for `Cc1ccc(/C=N/NC(=S)N2CCOCC2)cc1`?
HP1b binding inh: 13%; Tb PGK inh: -6%; ERG-DNA inh: 3%; JMJD2A Tudor: -34%; G9a block: 28µM*; PI4K2A block: 5; GLS inhibitor: -6%; Pin1 inhibitor: 8%; BAZ2B inh: inconclusive

How did O=C(NCc1ccccc1)C1CCN(S(=O)(=O)c2ccc(Cl)cc2)CC1 do in these assays?
HP1b binding inh: 23%; Tb PGK inh: 4%; ERG-DNA inh: -1%; JMJD2A Tudor: -8%; G9a block: 6%; PI4K2A block: -2; GLS inhibitor: -10%; Pin1 inhibitor: -1%; BAZ2B inh: -11%

Results for C/C(=N\Nc1ccc(C(=O)O)cc1)c1ccc(Cl)s1 ?
HP1b binding inh: 11%; Tb PGK inh: 0%; ERG-DNA inh: 9%; JMJD2A Tudor: inconclusive; G9a block: inconclusive; PI4K2A block: -4; GLS inhibitor: -11%; Pin1 inhibitor: -4%; BAZ2B inh: inconclusive

How did COc1ccc(S(=O)(=O)N2CCC(C(=O)N3CCc4ccccc4C3)CC2)cc1OC do in these assays?
HP1b binding inh: 23%; Tb PGK inh: -7%; ERG-DNA inh: -4%; JMJD2A Tudor: -22%; G9a block: -14%[59 µM]; PI4K2A block: 2; GLS inhibitor: -8%; Pin1 inhibitor: -4%; BAZ2B inh: 10%

How did N#Cc1ccc(OCC(=O)Nc2cccc(S(=O)(=O)NC3=NCCCCC3)c2)cc1 do in these assays?
HP1b binding inh: 2%; Tb PGK inh: -10%; ERG-DNA inh: -4%; JMJD2A Tudor: -27%; G9a block: inconclusive; PI4K2A block: -3; GLS inhibitor: 4%; Pin1 inhibitor: 14%; BAZ2B inh: inconclusive

Results for CCCc1cc(=O)n2[nH]c(NCc3ccccc3F)nc2n1 ?
HP1b binding inh: 39%[activator]; Tb PGK inh: -6%; ERG-DNA inh: -5%; JMJD2A Tudor: -23%; G9a block: -8%[12.7 µM]; PI4K2A block: -1; GLS inhibitor: 18%; Pin1 inhibitor: -10%; BAZ2B inh: -3%

Results for CCCCNCc1cc(OCC)c(OCC)cc1Br ?
HP1b binding inh: 39%; Tb PGK inh: -2%; ERG-DNA inh: -9%; JMJD2A Tudor: 2%[11.4 µM]; G9a block: 1%; PI4K2A block: 3; GLS inhibitor: 7%; Pin1 inhibitor: 8%; BAZ2B inh: -14%

How did Cn1c(=S)n(/N=C/c2ccc3c(c2)OCO3)c2ccccc21 do in these assays?
HP1b binding inh: 30%; Tb PGK inh: -3%; ERG-DNA inh: 3%; JMJD2A Tudor: -21%; G9a block: 0%; PI4K2A block: 0; GLS inhibitor: 15%; Pin1 inhibitor: 9%; BAZ2B inh: -2%

How did Cc1cc(C)nc(/N=C(\N)Nc2ccc(F)c([N+](=O)[O-])c2)n1 do in these assays?
HP1b binding inh: 30%; Tb PGK inh: -9%; ERG-DNA inh: -11%; JMJD2A Tudor: -16%[57.1 µM]; G9a block: 17%[0.0925 µM]; PI4K2A block: 2; GLS inhibitor: 7%; Pin1 inhibitor: 0%; BAZ2B inh: 3%

What do the screens show for `Cc1ccc(C)c(NC(=O)c2ccccc2Sc2ccc([N+](=O)[O-])cc2Cl)c1`?
HP1b binding inh: 17%; Tb PGK inh: -3%; ERG-DNA inh: 6%; JMJD2A Tudor: -8%; G9a block: -4%[59 µM]; PI4K2A block: 0; GLS inhibitor: 5%; Pin1 inhibitor: 0%; BAZ2B inh: 10%

Results for COc1ccc(OCC(=O)NC(=S)Nc2ccc3c4c(cccc24)CC3)cc1 ?
HP1b binding inh: 29%; Tb PGK inh: 0%; ERG-DNA inh: -5%; JMJD2A Tudor: -19%; G9a block: -2%; PI4K2A block: 2; GLS inhibitor: 0%; Pin1 inhibitor: 20%; BAZ2B inh: -20%

Results for C=C(C)CSc1nnc([C@@H]2CCCN2)o1 ?
HP1b binding inh: 48%[activator]; Tb PGK inh: -5%; ERG-DNA inh: 17%; JMJD2A Tudor: 50µM*; G9a block: inconclusive; PI4K2A block: -1; GLS inhibitor: -8%; Pin1 inhibitor: -4%; BAZ2B inh: 50µM*

How did CC(=O)c1ccc(NC(=O)CC2S/C(=N/N=C3CCCCCC3)NC2=O)cc1 (stereo not drawn) do in these assays?
HP1b binding inh: 43%[activator]; Tb PGK inh: inactive; ERG-DNA inh: 1%; JMJD2A Tudor: -20%; G9a block: inconclusive; PI4K2A block: -5; GLS inhibitor: 6%; Pin1 inhibitor: 3%; BAZ2B inh: -1%

What do the screens show for `O=C(NCCF)C1Nc2ccc(OC(F)(F)F)cc2C2C=CCC12` (stereo not drawn)?
HP1b binding inh: 9%; Tb PGK inh: 4%; ERG-DNA inh: 17%; JMJD2A Tudor: -35%; PI4K2A block: -2; GLS inhibitor: -9%; Pin1 inhibitor: -11%

How did CC(C)Cc1nc2ccccc2[nH]1 do in these assays?
HP1b binding inh: 26%; Tb PGK inh: inactive; ERG-DNA inh: 9%; JMJD2A Tudor: 12%; G9a block: inconclusive; PI4K2A block: -1; GLS inhibitor: -5%; Pin1 inhibitor: 3%; BAZ2B inh: -2%

Results for CCCOc1cccc(-c2nn(-c3ccccc3)cc2/C=C(\C#N)C(=O)NCCCn2ccnc2)c1 ?
HP1b binding inh: inconclusive; Tb PGK inh: inactive; ERG-DNA inh: 9%; JMJD2A Tudor: 45µM*; G9a block: -9%[59 µM]; PI4K2A block: -8; GLS inhibitor: 4%; Pin1 inhibitor: 33%[activator]; BAZ2B inh: inconclusive

Results for Cc1ccc2cccc(S(=O)(=O)Nc3ccc4c(c3)OCO4)c2n1 ?
HP1b binding inh: 20%; Tb PGK inh: -2%; ERG-DNA inh: -1%; JMJD2A Tudor: inconclusive; G9a block: inconclusive; PI4K2A block: -6; GLS inhibitor: 14%; Pin1 inhibitor: inconclusive; BAZ2B inh: 50µM*

What do the screens show for `COC(=O)c1ccc(CSc2cc(C)c3ccccc3n2)o1`?
HP1b binding inh: 71%[activator]; Tb PGK inh: -5%; ERG-DNA inh: 0%; JMJD2A Tudor: 59%[activator]; G9a block: 88%[activator]; PI4K2A block: -7; GLS inhibitor: 14%; Pin1 inhibitor: 4%; BAZ2B inh: 107%[activator]

Results for c1ccc(C(c2nnnn2Cc2cccs2)N2CCN(C3CCCC3)CC2)cc1 (stereo not drawn) ?
HP1b binding inh: 16%; Tb PGK inh: 6%; ERG-DNA inh: 1%; JMJD2A Tudor: -24%; G9a block: 45µM*; PI4K2A block: 2; GLS inhibitor: 5%; Pin1 inhibitor: 1%; BAZ2B inh: -3%

How did CCOC(=O)N1CCC(N2Cc3cccc(C(=O)N4CCN(c5cccc(Cl)c5)CC4)c3C2=O)CC1 do in these assays?
HP1b binding inh: 19%; Tb PGK inh: -2%; ERG-DNA inh: -1%; JMJD2A Tudor: -13%; G9a block: 17%[59 µM]; PI4K2A block: -1; GLS inhibitor: 0%; Pin1 inhibitor: 3%; BAZ2B inh: inconclusive

How did COc1ccc(OC)c(NC(=O)CSc2nc(C)cs2)c1 do in these assays?
HP1b binding inh: 7%; Tb PGK inh: -4%; JMJD2A Tudor: -4%; G9a block: 21%[12.7 µM]; PI4K2A block: -1; GLS inhibitor: 0%; Pin1 inhibitor: 3%; BAZ2B inh: 7%

How did O=C(CCN1CCN(CC(=O)Nc2ccccc2F)CC1)Nc1ccccc1F do in these assays?
HP1b binding inh: 16%; Tb PGK inh: inactive; ERG-DNA inh: -4%; JMJD2A Tudor: -12%; G9a block: inconclusive; PI4K2A block: -6; GLS inhibitor: 8%; Pin1 inhibitor: 0%; BAZ2B inh: -27%
